Screening results deposited in PubChem BioAssay by The Scripps Research Institute Molecular Screening Center.
PLCg1 inh: PLC-gamma1 (human) inhibition, primary screen; P19174; purified PLC-gamma1, fluorogenic substrate, fluorescence; inhibition, % at 12.2 µM; 370,000 compounds, 0.84% hits; in the data active = inhibition above about 9.5%
Target sequence (P19174 whole entry, looked up): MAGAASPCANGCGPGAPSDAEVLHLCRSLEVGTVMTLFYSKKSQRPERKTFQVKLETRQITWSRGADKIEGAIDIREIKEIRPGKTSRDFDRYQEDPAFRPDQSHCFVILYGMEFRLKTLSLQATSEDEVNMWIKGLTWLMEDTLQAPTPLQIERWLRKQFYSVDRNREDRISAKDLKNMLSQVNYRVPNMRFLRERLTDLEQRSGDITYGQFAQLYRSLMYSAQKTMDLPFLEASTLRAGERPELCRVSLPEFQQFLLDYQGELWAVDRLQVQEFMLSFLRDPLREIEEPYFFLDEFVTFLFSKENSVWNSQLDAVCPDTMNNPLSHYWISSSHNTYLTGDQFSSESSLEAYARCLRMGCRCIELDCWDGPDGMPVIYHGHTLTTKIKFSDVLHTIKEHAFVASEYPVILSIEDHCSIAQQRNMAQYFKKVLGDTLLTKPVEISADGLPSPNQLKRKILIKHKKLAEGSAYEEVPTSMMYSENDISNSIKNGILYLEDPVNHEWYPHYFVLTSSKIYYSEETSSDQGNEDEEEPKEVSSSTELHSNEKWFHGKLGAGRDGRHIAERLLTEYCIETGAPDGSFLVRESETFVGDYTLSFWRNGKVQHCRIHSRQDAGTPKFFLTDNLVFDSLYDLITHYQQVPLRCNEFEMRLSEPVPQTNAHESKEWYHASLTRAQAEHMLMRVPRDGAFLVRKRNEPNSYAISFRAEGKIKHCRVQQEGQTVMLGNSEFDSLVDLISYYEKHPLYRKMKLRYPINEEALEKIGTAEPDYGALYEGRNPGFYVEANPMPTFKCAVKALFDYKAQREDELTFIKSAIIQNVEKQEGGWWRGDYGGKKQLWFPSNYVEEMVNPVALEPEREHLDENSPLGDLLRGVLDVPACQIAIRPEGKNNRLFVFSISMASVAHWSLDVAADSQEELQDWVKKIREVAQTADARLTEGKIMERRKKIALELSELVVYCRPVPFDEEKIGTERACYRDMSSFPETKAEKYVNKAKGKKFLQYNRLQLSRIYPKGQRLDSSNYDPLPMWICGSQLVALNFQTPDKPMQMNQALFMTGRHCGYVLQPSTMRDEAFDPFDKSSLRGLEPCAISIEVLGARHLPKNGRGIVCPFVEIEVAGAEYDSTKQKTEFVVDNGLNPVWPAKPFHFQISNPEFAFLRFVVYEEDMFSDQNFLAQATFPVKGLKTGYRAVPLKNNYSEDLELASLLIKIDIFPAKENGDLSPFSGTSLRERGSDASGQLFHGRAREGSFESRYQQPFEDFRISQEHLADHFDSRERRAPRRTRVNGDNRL
ARFGAP1 inhibitor: rat ARFGAP1 inhibition; Q62848; 360,000 compounds, 0.26% hits; inhibition, % at 16.5 µM; Arfgap1-stimulated ARF1 GTP hydrolysis, GDP FP detection; AID 651572;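 active = inhibition above a per-plate limit, mean inhibition of low control wells plus 3 SD, cut at about 25% in these data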;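 note: 0% = DMSO wells with enzyme and 100% = wells lacking Arfgap1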
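Assay system: purified rat His6-Arfgap1 residues 1-136 (GAP domain); Reagent: human Δ17 ARF1 bound to GTP; Dosing: 16.5 µM single point, 1.26% DMSO; Times: GTP hydrolysis reaction 2 h at 25 °C; Signal: FP, GDP Alexa 633 tracer displaced from anti-GDP antibody, 620/688 nm; Measure: % inhibition from polarization.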
proKLK7 act: activators of human kallikrein-7 zymogen. P49862. purified proKLK7, EDANS-DABCYL substrate fluorescence; 100% is mature enzyme control, 0% vehicle. activation, % at 7 µM. 370,000 compounds, 0.9% hits. AID 652039;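 active = activation above the mean of all tested compounds plus 3 SD, computed per campaign excluding outliers beyond control limits, cut at about 13% in these data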
Tn6 DDE FP: DD(E)-Tn6 binding inhibition, primary FP screen; AID 720509; inhibition, % at 8.3 µM; 370,000 compounds, 0.21% hits; P02675; Fibrin DD(E) TRITC-Tn6 fluorescence polarization displacement;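 active = inhibition above a per-campaign cutoff: mean of compounds within control limits plus 3 SD, cut at about 15% in these data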;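 note: 0% = median of all compound wells on the plate and 100% = blocking peptide control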
LEDGF integ inh: blocks HIV-1 LEDGF/p75-dependent DNA integration. TR-FRET IN-LEDGF/p75 DNA integration, Eu/Cy5. inhibition, % at 3.7 µM. 370,000 compounds, 0.64% hits. AID 743269;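 active = inhibition above the screen-wide mean plus 3 SD, cut at about 13% in these data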;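 note: signal is the Cy5 over europium emission ratio at 671 and 618 nm; 0% = plate median of compound wells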
TDP2 absorb: TDP2 (human) inhibition, absorbance primary screen | O95551 | recombinant TDP2, T5PNP hydrolysis, p-nitrophenol absorbance 415 nm | inhibition, % at 12.8 µM | 370,000 compounds, 0.34% hits;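 active = inhibition above the mean of all tested compounds plus 3 SD, set per campaign, cut at about 25% in these data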;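 note: 0% = DMSO with enzyme and 100% = buffer with substrate but no TDP2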
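Material: recombinant human TDP2; quantity: TDP2 enzyme at 120 nM final; medium: Tris-HCl pH 7.5 with MgCl2; compound: single concentration, 12.8 µM nominal, with 1% DMSO; incubation: 2 h enzyme incubation at 37 °C; signal: epi absorbance; measure: percent inhibition; benchmarks: high control without enzyme, low control DMSO plus TDP2; repeats: singlicate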
ADAM17 inh: inhibits human ADAM17; 370,000 compounds, 0.83% hits; AID 720648; P78536; inhibition, % at 6.95 µM; recombinant ADAM17, EDANS/DABCYL FRET peptide cleavage;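 active = inhibition above the mean of compounds lying between control limits plus 3 SD, set per campaign, cut at about 8.5% in these data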;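 note: 0% = DMSO-only wells as the low control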
ADAM10 inh: inhibitors of human ADAM10. 370,000 compounds, 0.62% hits. inhibition, % at 7 µM. AID 720582. recombinant ADAM10, EDANS/DABCYL FRET peptide cleavage, 3 h;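 active = inhibition above a per-campaign cutoff equal to the mean of compounds falling between control-based bounds plus 3 SD, cut at about 20% in these data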;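 note: 0% = DMSO wells while the 100% control is not disclosed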
DDE Tn7 FP inh: inhibitors of Tn7 peptide binding to human fibrin DD(E); AID 720508; inhibition, % at 8.3 µM; P02675; 370,000 compounds, 0.13% hits; FP displacement of FITC-Tn7 peptide from fibrin DD(E); 0% = median of compound wells per plate;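 active = inhibition above the mean of compounds falling within the control limits plus 3 SD of them, cut at about 14% in these data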;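 note: 0% = plate median of compound wells and 100% = 10 µM Aha-Tn7 peptide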
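System: human fibrin DD(E); quantity: Fibrin-DD(E) at 2 µM final; also added: fluorescent Tn7 probe at 0.1 µM; compound dosing: single nominal test concentration of 8.3 µM per compound; schedule: 10 min preincubation, 3 h with tracer, room temperature; detection: fluorescence polarization of the labelled Tn7 tracer; repeats: one replicate per compound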
ASAP1 GAP inh: ASAP1 ArfGAP inhibition | ASAP1-stimulated ARF1 GTP hydrolysis, GDP FP detection | inhibition, % at 16.5 µM | 360,000 compounds, 0.19% hits; in the data active = inhibition above about 25%;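 note: 0% = vehicle with enzyme and substrate and 100% = no enzyme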
An asterisk follows results filed as active; i = inactive; · = no result given; & = joins results of further samples.

SMILES	PLCg1 inh	ARFGAP1 inhibitor	proKLK7 act	Tn6 DDE FP	LEDGF integ inh	TDP2 absorb	ADAM17 inh	ADAM10 inh	DDE Tn7 FP inh	ASAP1 GAP inh
COc1ccc(CN(C)C[C@H]2OCc3cnnn3CCCC(=O)N([C@H](C)CO)C[C@@H]2C)cc1	2	4	0.0	-5	4	4	1	1	-8	5
Cc1ccc(CNC(=O)c2ccc(Cn3nc(C)cc3C)o2)cc1	-5	6	0.5	-7	1	-8	-3	-5	-6	2
COc1ccc(OC)c(N/C=C/C(=O)c2ccccc2)c1	-2	-2	0.1	-7	1	3	0	-4	-4	5
COc1ccc(NC(=O)c2cccc(NC(=O)c3ccco3)c2)c(OC)c1	2	-3	0.0	5	-2	-6	2	4	-12	0
CCCCCC(=O)N1C[C@@H](n2cc(C3CC3)nn2)[C@H](O)C[C@@H]1c1ccc(Cl)cc1	1	0	0.5	-5	-5	-7	1	-11	-2	1
Cc1ccccc1-c1nc(CN2CCC(C(=O)N3CCN(c4ccccn4)CC3)CC2)c(C)o1	-1	5	0.0	2	-1	-7	-1	-11	-4	15
N/C(=N\OC(=O)Nc1ccccc1)c1ccno1	3	13	-0.8	-4	-1	5	-3	-5	-2	9
CCOC(=O)[C@H]1[C@H]2COc3cc(OC)ccc3[C@@H]2N2C(=O)N(c3cccc(F)c3)C(=O)[C@@]12C	-1	3	-0.1	7	-1	-8	3	16	10	10
O=C(OCc1cnc(Cl)s1)c1c(F)cccc1F	-2	-4	0.1	-1	-1	6	-3	-9	3	-6
Cc1cc(-c2cn3ccccc3n2)c(C)n1-c1ccccc1	-41	-5	-0.3	0	2	-5	-17	-77	1	1
COc1ccccc1N(CC(=O)N/N=C(\C)c1ccc(F)cc1)S(=O)(=O)c1ccccc1	1	2	-0.4	-3	-3	-15	4	-1	-3	9
Cc1c(C(=O)NCc2cccs2)sc(=O)n1Cc1ccc(S(C)(=O)=O)cc1	4	2	0.3	-7	2	-14	-1	5	2	9
Cc1ccc(S(=O)(=O)NCC2COc3ccccc3O2)cc1 (centres undefined)	4	17	0.5	-1	6	-7	-1	-9	-2	-3
CCCn1c(SCc2nc(-c3cccs3)no2)nnc1-c1ccncc1	4	8	0.6	6	-8	-6	4	2	-2	-17
CC(C)(C)OC(=O)N(CCc1ccccc1)Cc1cccc(OCc2cccc(NC(=O)C3CCCC3)c2)c1	3	2	0.2	1	4	7	-2	0	3	0
Cc1cc(OC(C(=O)O)c2ccccc2)c2c(C)c(Cc3ccccc3)c(=O)oc2c1 (centres undefined)	-65	-2	-4.2	-5	3	-4	-72	-217	1	-5
Nc1ncnc2c1ncn2[C@@H]1O[C@H](CNC(=O)[C@@H]2CCN2)[C@@H](O)[C@H]1O	2	-2	0.2	-2	8	-1	5	-3	-4	6
COc1ccc(/C=N/n2c(-c3cc(C)[nH]n3)n[nH]c2=S)cc1OC	5	6	0.8	0	4	1	1	-1	-9	1
CCOC(=O)/C(C#N)=C\c1ccc2c(c1)OCO2	0	4	0.0	-5	0	-7	-3	-2	-9	4
CO[C@@]12[C@H](COC(N)=O)C3=C(C(=O)C(C)=C(N)C3=O)N1C[C@@H]1N[C@@H]12	0	7	-0.4	3	1	2	0	-8	-1	4
CN(Cc1ccc(OC(F)F)cc1)C(=O)c1ccc(S(=O)(=O)N(C)c2ccccc2)cc1	-2	-4	0.0	-1	2	-7	6	2	-3	-9
CCOC(=O)C1=C(C(=O)OCC)C2N(Cc3ccc(C#N)cc3)c3ccccc3[C@@]23C[C@@H](C(=O)OC)N(S(=O)(=O)c2ccc(F)cc2)C3=N1 (some centres undefined)	0	6	-0.4	7	-1	4	-1	4	2	12
Cc1ccccc1N(C(=O)Cc1cccs1)C(C(=O)NCC1CCCO1)c1cccnc1 (centres undefined)	1	2	-0.4	9	-7	-8	-1	-2	3	-2
O=S(=O)(Nc1ccc(Cl)c(C(F)(F)F)c1)c1cnc[nH]1	2	2	-0.4	-7	5	-18	6	3	11	6
COc1cc(/C=N/NC(=O)CN2CCCCC2)ccc1OCc1ccccc1	3	2	-0.1	-3	5	5	-1	-3	-4	1
Cc1ccc(-c2nc3ncccn3c2NC2CCCCC2)o1	-162	-2	4.6	-2	0	-1	-16	-57	-2	3
O=C(c1ccc(Br)o1)N1CCN(Cc2ccccc2Cl)CC1	2	-15	-0.5	-5	0	-4	3	1	9	-1
O=C(c1ccccc1)c1ccccc1C(=O)c1ccccc1	5&-3	-5&4	1.1&-0.1	0&-3	1&0	-2&4	-3&0	-1&10	-1&4	-6&-5
Cc1ccc(-c2nnc(N3CCN(C(=O)c4ccco4)CC3)c3ccccc23)cc1	-1	3	0.1	-4	5	-12	7	10	-3	-1
C[C@H](CO)N1C[C@H](C)[C@H](CN(C)Cc2ccccc2)Oc2ncc(Br)cc2C1=O	1	7	-0.3	5	-6	-14	-1	-12	-4	14
COc1ccc(CCNC(=O)C2CCN(Cc3nc(-c4ccccc4C)oc3C)CC2)cc1OC	-1	0	0.7	-1	-1	1	-5	-3	-1	5
O=C(/C=C/c1ccc(Cl)cc1)Nc1ccc(S(=O)(=O)Nc2ncccn2)cc1	2	0	0.3	3	1	2	0	2	-4	-5
Cc1ccc(NCc2nnc3n2CCCCC3)c(C)c1	1	-7	-0.1	-5	2	-2	1	-2	1	0
Cc1ccc2nc(C3CCCCC3)c(Cc3cccc(Cl)c3)n2c1	-8	2	-0.3	-6	0	-2	-12	-42	5	19
c1ccc(COCC2CCNCC2)cc1	-2	0	-1.1	6	-6	-5	-1	-3	0	5
COC(=O)C(NC(C)=O)(Nc1nc2c(C)cc(C)cc2s1)C(F)(F)F (centres undefined)	2	6	-0.1	3	0	4	-1	7	-2	-8
CN1CCc2cc3c(c4c2C1CC41CCC(=NO)CC1)OCO3 (centres undefined)	-66	-6	3.4	-6	0	-7	-60	-191	-10	0
CCNC(=O)C1(C)CCN(C(=O)c2c(-c3ccccc3)noc2C)C1 (centres undefined)	-1	-15	-0.5	0	0	9	-7	-7	1	3
O=C1C2CSCN2C(=O)CN1CCCN1CCN(C(c2ccccc2)c2ccccc2)CC1 (centres undefined)	4	14	0.1	6	1	0	-2	-4	0	-2
CCOC(=O)c1c(-c2ccccc2)cn2ccccc12	-223	8	-10	5	-4	2	-373	i	8	0
COc1ccc(-c2nnc(SCC(=O)NC(=O)Cc3ccccc3)n2C)cc1	4	0	-0.1	-4	-5	2	-10	-5	-6	-6
O=C(O)CC(NC(=O)C1CCCCC1)c1ccc(OC2CCCC2)cc1 (centres undefined)	0	6	0.1	3	-3	6	1	3	6	-4
CCOC(=O)C1(CC2CCCCO2)CCN(S(=O)(=O)c2ccc(OC)cc2)CC1 (centres undefined)	1	7	-0.1	0	-2	-5	4	3	-5	2
CCOc1ccccc1Nc1nnc(SCC(=O)NC2CC2)s1	3	5	0.3	-1	1	2	-1	-1	1	0
Cc1cc(C)c(C)c(S(=O)(=O)N2CCC(C(=O)Nc3ccncc3)CC2)c1C	1	2	0.3	6	-2	-17	-3	-1	2	-4
CN(CC1CCOCC1)C(=O)CC1C(=O)NCCN1Cc1cccc(C(F)(F)F)c1 (centres undefined)	-25	-2	3.2	-1	-1	8	-25	-57	5	1
COCCn1nnnc1CN1CCN(C(=O)c2ccco2)CC1	4	-1	0.2	4	1	4	4	-4	-1	-6
COCCn1c(NCc2ccco2)nc2c1c(=O)[nH]c(=O)n2C	1	-4	-0.2	-1	-4	-6	-8	-8	12	3
COc1cc(/C=N/NC(=O)CSCc2ccc([N+](=O)[O-])cc2)cc(OC)c1OC	-1	21	0.4	-2	-2	5	-3	0	-11	7
CC(=O)c1c[nH]c(C(=O)NCc2cccc(C(F)(F)F)c2)c1	2	12	0.0	-1	0	2	2	-2	1	-2
COc1ccc(S(=O)(=O)N(C)C)cc1NC(=O)CSc1nncs1	0	-6	-0.9	-6	1	3	-5	5	0	-10
CC(=O)Nc1ccc2c(c1)C(=O)N(C)[C@H]1CC[C@H](CC(=O)NCc3ccc(F)cc3)O[C@@H]1CO2	6	·	-0.6	-1	8	-3	-1	6	3	·
CC(N)C12CC3CC(CC(C3)C1)C2 (centres undefined)	2&-2	-1&9	0.3&0.3	-2&-5	3&-5	5&2	-2&-6	7&-2	1&-2	-1&-3
CC(=O)Nc1cccc(NC(=O)c2ccc3c(c2)CCN3S(=O)(=O)c2ccccc2)c1	0	3	0.2	2	1	2	4	11	-1	-2
COc1cc(NC(=S)N2CCCC(C)C2)cc(OC)c1OC (centres undefined)	1	-1	-0.4	2	4	-2	2	-1	-5	15
CCOC(=O)CSc1nc2cccnc2n1-c1ccc(F)cc1	8	0	-0.3	3	2	1	0	7	-2	-4
CC(=O)Nc1ccc2c(c1)ncn2C1CCCCC1	1	7	-0.2	3	-1	-5	-3	1	1	2
O=C(Cn1cnc2c(nnn2-c2ccccc2)c1=O)NCCc1ccccc1	-2	2	0.6	1	4	2	1	3	-9	-3
C=C1C(=O)OC2C1C(OC(=O)C(C)=CC)CC(=C)C1C(O)C3OC3(C)C21O (centres undefined)	-2	12	-0.1	1	0	3	-4	-10	2	7
CCOc1ccc2oc(C(=O)N3CCN(Cc4ccccc4)CC3)c(C)c2c1	-9	2	0.6	9	0	1	-2	-5	5	2
CCCC(=O)Nc1ccc2c(c1)nc1n2CCSC1	-37	-14	-4.6	-1	1	3	-13	-37	1	-12
COc1cccc(C(=O)c2c(-c3ccccc3)ncc3cc(OC)c(OC)cc23)c1	-2	13	0.8	1	4	-15	13*	11	-1	-5
CCOC(=O)C1=NN(C(C)=O)C2C(=O)N(CC)C(=O)C12 (centres undefined)	4	-8	0.2	1	-3	11	-1	-3	0	2

Part of the list above, in CSV form:
SMILES,PLCg1 inh,ARFGAP1 inhibitor,proKLK7 act,Tn6 DDE FP,LEDGF integ inh,TDP2 absorb,ADAM17 inh,ADAM10 inh,DDE Tn7 FP inh,ASAP1 GAP inh
CCCC(=O)Nc1ccc2c(c1)nc1n2CCSC1,-37,-14,-4.6,-1,1,3,-13,-37,1,-12
COc1cccc(C(=O)c2c(-c3ccccc3)ncc3cc(OC)c(OC)cc23)c1,-2,13,0.8,1,4,-15,13*,11,-1,-5
